Compound activity: PubChem BioAssay, National Center for Advancing Translational Sciences (NCATS)
KAT2A inh: inhibitors of human GCN5L2 histone acetyltransferase; Q92830; GCN5L2 HAT assay, ThioGlo1 CoA-SH fluorescence; Potency, µM (top dose mostly 58.9 µM), inactives show top-dose activity change, negative = inhibition, hits mostly inhibitors; actives 0.21% (n = 390,000); AID 504327
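Titration-based screen in which CoA formation is detected via maleimide probe ThioGlo1 (50uM) turning fluorescent on thiol reaction; substrates H3(1-25) 75uM and acetyl-CoA 70uM, GCN5L2 20nM, 20 min incubation at room temperature.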
TDP1 cell noCPT: qHTS for Inhibitors of human tyrosyl-DNA phosphodiesterase 1 (TDP1): qHTS in cells in absence of CPT. DT40 Tdp1-/- hTDP1 cells, no CPT, ATP luminescence, 48 h. Potency, µM (series often up to 46.2 µM), inactives show top-dose activity change, negative = growth inhibition, hits mostly inhibitors. actives 15% (n = 420,000); further: nearly all actives have a fitted effect of over 55% in size
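A cellular qHTS used chicken DT40 cells lacking endogenous Tdp1 but carrying stably transfected human TDP1. Compounds were applied without camptothecin, and cell growth kinetics were judged by ATP-dependent luminescence after ≥48 hr.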
TDP1 inh: TDP1 (human) enzyme inhibition; Q9NUW8; Potency, µM (top dose mostly 130 µM), for inactives: at the highest dose activity change, negative = inhibition, usual class: inhibitors; actives 0.28% (n = 350,000); AID 485290; recombinant TDP1, AlphaScreen DNA substrate cleavage; further: nearly all actives have a fitted effect of over 40% in size
Target sequence (Q9NUW8 whole entry, looked up): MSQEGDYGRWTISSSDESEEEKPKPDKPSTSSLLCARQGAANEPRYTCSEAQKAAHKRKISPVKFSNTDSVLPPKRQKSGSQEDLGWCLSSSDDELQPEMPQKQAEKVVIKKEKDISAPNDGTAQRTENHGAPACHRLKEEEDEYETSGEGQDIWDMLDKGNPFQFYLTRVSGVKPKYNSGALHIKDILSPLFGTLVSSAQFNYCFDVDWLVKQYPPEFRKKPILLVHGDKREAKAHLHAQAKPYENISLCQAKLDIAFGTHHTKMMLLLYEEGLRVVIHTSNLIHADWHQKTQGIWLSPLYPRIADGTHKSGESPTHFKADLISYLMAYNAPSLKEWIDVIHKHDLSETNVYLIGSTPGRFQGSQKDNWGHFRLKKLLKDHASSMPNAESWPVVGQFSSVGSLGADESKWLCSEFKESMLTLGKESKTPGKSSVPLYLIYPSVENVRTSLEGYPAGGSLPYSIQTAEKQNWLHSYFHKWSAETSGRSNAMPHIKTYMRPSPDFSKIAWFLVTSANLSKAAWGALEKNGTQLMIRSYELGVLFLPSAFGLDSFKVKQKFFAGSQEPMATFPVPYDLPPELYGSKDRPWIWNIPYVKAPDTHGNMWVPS
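Tdp1 1 nM final; 15 min RT w/ cpd; substrate 15 nM, 5 min; beads 10 ug/ml, 10 min; AlphaScreen read. Neg ctrl: no enzyme.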
Numbers without * were called inactive; ? = inconclusive; · = no result given; & = joins results of further samples; [ ] = dose if it differs, or a comment. The call rests on the fitted dose curve; in most records, active means well fitted curve in the direction sought with a large enough effect; inconclusive means small, poorly fitted or top-dose-only effect, or another doubt; inactive means no such curve, though single readings can be large; an effect the other way counts as inactive or inconclusive. On the % scale 0 is the no-effect control and ±100 the full control effect; potency means the concentration at half of the fitted maximal effect. Only part of the results is shown; the hit share may differ from the screen's.

Results follow in this order: KAT2A inh	TDP1 inh	TDP1 cell noCPT
> Cn1c(=O)c2c(ncn2CC(=O)Nc2cc(S(=O)(=O)N3CCCCC3)ccc2Cl)n(C)c1=O
 : 2%	0%	?
> COc1ccc(-n2c(C)cc(-c3csc(N)n3)c2C)cc1
 : -6%	5%	?
> COc1ccc(NC(=O)Nc2ccc3c(c2)CC(=O)N([C@H](C)CO)C[C@H](C)[C@H](CN(C)Cc2ccc(C(=O)O)cc2)O3)cc1
 : -1%	2%	0%
> CCc1nc2ccccc2c(=O)n1NC(=O)c1c(O)c2ccccc2n(CC)c1=O
 : 1%	-1%	?
> CC(C)Cc1csc(NC(=O)c2ccc(Cl)cc2)c1C(=O)O
 : 18%	3%	-27%
> CN(C)CCCOC(=O)c1ccc(Cl)cc1
 : -4%	5%	1%
> COc1ccc(C(=O)/C=C2/C(=O)Nc3ccccc32)cc1
 : -3%	·	4.1µM*
> Cc1cc2ccccc2n1CCNC(=O)COc1ccc2ccccc2c1
 : -5%	9%	?
> Cc1ccc2[nH]c(=O)c(CN(CC3CCCO3)C(=O)c3ccncc3)cc2c1 (centres undefined)
 : -3%	-2%	-15%
> O=C(COC(=O)c1cc(S(=O)(=O)N2CCOCC2)ccc1O)NCCc1ccccc1
 : -1%	3%	-9%
> CCCC(C)C(=O)Nc1cc([N+](=O)[O-])ccc1Cl (centres undefined)
 : 1%	4%	3%
> COc1ccc(C2Oc3nc(SC)nnc3-c3ccccc3N2C(C)=O)cc1 (centres undefined)
 : -4%	·	?
> COc1cccc(CN2CCNC(=O)C2CC(=O)N(C)CC2CCOCC2)c1OC (centres undefined)
 : 1%	0%	7%
> O=C(NC1CCCC1)C(c1ccc(N2CCOCC2)cc1)N(C(=O)c1ccco1)c1ccccc1F (centres undefined)
 : -5%	0%	-28%
> CCC(=O)Oc1ccc(C(=O)Nc2ccccc2C(=O)NCC(C)C)cc1
 : -4%	0%	?
> COc1ccc(NC(=O)CCCNC(=O)Cn2cnc3sc(C)c(C)c3c2=O)cc1Cl
 : -5%	-6%	-6%
> COc1ccc(/C=C2\CCc3ccccc3C2=O)cc1OC
 : -3%	1%	?
> COc1ccc(S(=O)(=O)N2CCCCCC2)cc1C(=O)N(C)Cc1ccc(OC)c(OC)c1OC
 : -1%	-6%	23µM*
> Cc1c(C(=O)NC2CCCc3ccccc32)oc2ccc(S(=O)(=O)N3CCCC3)cc12 (centres undefined)
 : -5%	3%	?
> COC(=O)c1c(NC(=O)c2c(Cl)cnn2C)sc(C)c1C
 : -9%	-1%	-18%
> COc1ccc(C(=O)Nc2ccc(S(=O)(=O)N3CCCC3)cc2)cc1
 : -6%	-1%	-29%
> CCOc1ccc(-c2ccc(NS(=O)(=O)c3ccc([N+](=O)[O-])cc3)cc2)nn1
 : -5%	6%	1%
> COC(=O)[C@@]1(Cc2ccc(OC)cc2)[C@H]2c3cc(C(=O)N4CCCC4)n(CCc4c[nH]c5ccccc45)c3C[C@H]2CN1C(=O)c1ccccc1
 : ·	18%	?
> CC(=NC1CCCC1)c1c(C)[nH]n(-c2nc3ccccc3s2)c1=O
 : -6%	5%	?
> COc1ccccc1-c1c(C)nn2c(N3CCC4(CC3)OCCO4)cc(C)nc12
 : 1%	6%	?
> CC1CCCN(S(=O)(=O)c2ccc3c(c2)c(=O)nc2ccccn23)C1 (centres undefined)
 : -7%&2%	0%&12%	?
> O=C(Nc1ccc(S(=O)(=O)N2CCOCC2)cc1)C1CC1
 : 0%	-8%	-1%
> Cc1ccc(CN(C)CC(=O)NC(C)c2ccccc2)cc1 (centres undefined)
 : 2%	0%	-26%
> COc1cccc(-n2ccnc2SCC(=O)Nc2cccc3ccccc23)c1
 : 2%	9%	?
> CC(=O)N1CCC(O)(c2cccc(C(F)(F)F)c2)CC1
 : -1%	6%	-6%
> Cc1ccc(NC(=O)NC2CCCCC2)cc1Cl
 : 3%	2%	-20%
> C#CCOCCOCCOCCNc1nc(N2CCN(C(=O)Cn3cc(CCCN=C(N)N)nn3)CC2)nc(N2CCN(C(=O)[C@H](CCCCN)n3cc(CC(C)O)nn3)CC2)n1 (some centres undefined)
 : 2%	-1%	7%
> CN(C)CCCN(C(=O)COc1ccccc1)c1nc2ccc(Cl)cc2s1
 : -8%	7%	?
> COc1ccccc1OCc1nc(C#N)c(N2CCCC2)o1
 : 9%	6%	-1%
> CCC(=O)Nc1ccc(C(=O)NNC(=O)c2ccc(C)cc2)cc1
 : -8%	3%	-5%
> CCCN(CCC)C(=O)c1cn(CC)c2ccc(S(=O)(=O)N3CCCCC3)cc2c1=O
 : 1%&-1%	1%&5%	10%&-14%
> O=C(Nc1cc(Cl)ccc1-n1cncn1)c1ccc([N+](=O)[O-])o1
 : ?	2%[0.505 µM]	10µM*
> O=C(COC(=O)C1(c2ccccc2F)CCCC1)Nc1ncc(C(F)(F)F)cc1Cl
 : -10%	3%	?
> CC(=O)c1cccc(NC(=O)C2CCCN2S(=O)(=O)c2cccc3nsnc23)c1 (centres undefined)
 : 1%	2%	-1%
> O=C(Nc1ccc(Cl)cc1)c1cc(S(=O)(=O)Nc2ccccn2)ccc1Cl
 : -7%	·	16µM*
> CC(NS(=O)(=O)c1cccc(C(=O)NCc2ccncc2)c1)c1ccccc1 (centres undefined)
 : 4%	-3%[56.1 µM]	9%
> Cc1cccc(CN2C(=O)CCSc3ccc(Cl)cc32)c1
 : -1%	2%	10µM*
> CCOC(=O)c1ccccc1NC(=O)CSc1cn(CC(=O)N2CCCCCC2)c2ccccc12
 : -18%	5%	?
> Cc1ccc(C2(C)NC(=O)N(CC(=O)Nc3ccc(-c4nc5ccc(C)cc5s4)cc3)C2=O)cc1 (centres undefined)
 : -6%	4%	10µM*
> CC(C)(CC(=O)O)CC(=O)O
 : -2%	·	10%

Profiles, quoted from the list. Values in the order: KAT2A inh, TDP1 inh, TDP1 cell noCPT
`O=C(Nc1cc(Cl)ccc1-n1cncn1)c1ccc([N+](=O)[O-])o1` is listed with ?, 2%[0.505 µM], 10µM*
`CCCN(CCC)C(=O)c1cn(CC)c2ccc(S(=O)(=O)N3CCCCC3)cc2c1=O` is listed with 1%&-1%, 1%&5%, 10%&-14%

Back to the main list, repeating the four entries before the break.
Results follow in this order: KAT2A inh	TDP1 inh	TDP1 cell noCPT
> Cc1cccc(CN2C(=O)CCSc3ccc(Cl)cc32)c1
 : -1%	2%	10µM*
> CCOC(=O)c1ccccc1NC(=O)CSc1cn(CC(=O)N2CCCCCC2)c2ccccc12
 : -18%	5%	?
> Cc1ccc(C2(C)NC(=O)N(CC(=O)Nc3ccc(-c4nc5ccc(C)cc5s4)cc3)C2=O)cc1 (centres undefined)
 : -6%	4%	10µM*
> CC(C)(CC(=O)O)CC(=O)O
 : -2%	·	10%
> Cc1ccc(CNC(=O)CCN2C(=O)[C@@H]3Cc4ccccc4CN3C2=O)cc1
 : -2%	3%	2%
> O=C(OCCCN=C1NS(=O)(=O)c2ccccc21)c1ccc(F)cc1
 : 2%	4%	-8%
> Cc1c(C)c2ccc(OCC(=O)N3CCN(c4ccccc4)CC3)cc2oc1=O
 : -7%	9%	-23%
> C/C(=N\NC(=O)CNc1ccc(F)cc1)c1cc2ccccc2o1
 : -7%	5%	-16%
> COc1ccc(C(=O)C2CCCN(Cc3ccc(Sc4nncn4C)o3)C2)cc1F (centres undefined)
 : -9%	5%	-6%
> O=c1c(-c2ccc(O)cc2)coc2cc(OC3OC(CO)C(O)C(O)C3O)cc(O)c12 (centres undefined)
 : -1%	8%	-27%
> COC(=O)CN1C(=O)C(C)(C)c2cc(S(=O)(=O)Nc3ccc(C(C)C)cc3)ccc21
 : -7%	1%	4%
> Cc1ccccc1NCCC(=O)Nc1ccc(F)cc1
 : -3%	3%	-13%
> Cc1cc(OCC(O)CN2CCOCC2)cc(C)c1Cl (centres undefined)
 : -6%	·	-20%
> CSc1ccc(/C=N/NC(=O)c2ccccc2Cl)cc1
 : -7%	5%	13µM*
> CCCC1(CCC)NC(=O)NC1=O
 : 1%	0%	-25%
> CCOc1ccccc1N1CC(c2nc3ccccc3n2CCOc2ccccc2)CC1=O (centres undefined)
 : -17%	5%	-24%
> COc1ccc(/C=N/OCC(=O)N2CC3(C)CC2CC(C)(C)C3)cc1 (centres undefined)
 : 0%	4%	-14%
> COc1ccc2c(CC(=O)NNC(=O)c3ccccc3F)coc2c1
 : -3%	0%	-3%
> CCN(CC)/C(=N\S(=O)(=O)c1ccc(F)cc1)c1ccccc1
 : -2%	·	-6%
> Cn1ccnc1SCC(=O)c1cccc(Br)c1
 : -15%	6%	-18%
> Cc1ccc(C)c(NC(=O)CCCN2C(=O)COc3ccc(C)cc32)c1
 : -2%	0%	?
> COc1ccc(N2CCN(Cc3nc(N)nc(Nc4ccccc4OC)n3)CC2)cc1
 : -11%	-6%	?
> CCCCn1c(=O)[nH]c(=O)c2c1nc(-c1cc(Br)c(OCC)c(OC)c1)n2C
 : -3%	-1%	?
> CCN1C(=O)C2(c3ccccc31)c1c(oc3ccc(F)cc3c1=O)C(=O)N2CCCOC (centres undefined)
 : 14%	1%	-8%
> CCC(C)c1ccc(NC(=S)N2CCN(c3ccccn3)CC2)cc1 (centres undefined)
 : -12%	6%[56.1 µM]	-28%
> NS(=O)(=O)c1cccc(NC(=O)COC(=O)CN2C(=O)C3CC=CCC3C2=O)c1 (centres undefined)
 : -10%	6%	-9%
> Cc1c(C)c2ccc(OCC(=O)N3CC[C@@]4(O)CCCC[C@H]4C3)cc2oc1=O
 : 2%	·	-32%
> O=C(CCNC(=O)c1ccccc1Cl)Nc1cccc(S(=O)(=O)N2CCCC2)c1
 : -2%	1%	3%
> CN1CCN(/C=N/c2c(C#N)cnn2-c2ccccc2)CC1
 : -17%	0%	-24%
> Cc1ccc(N(C(C)C(=O)O)S(=O)(=O)c2c(C)n[nH]c2C)cc1 (centres undefined)
 : -3%	-3%	-3%
> COc1ccc(C[C@H]2CN3C(=NC[C@H]3C)N2CCNC(=O)c2ccc(C)c(Br)c2)cc1
 : -2%	5%	5.8µM*
> COc1cc2c(cc1OC)CN(C(=O)c1cc(Cl)nc(Cl)c1)CC2
 : -15%	·	?
> Cn1c(CNc2ccccc2O)nc2ccccc21
 : -6%	6%	?
> COc1ccc(OC)c(NC(=O)N2CCC3(CC2)Oc2ccccc2C(=O)N3Cc2ccccc2F)c1
 : -6%	-3%	15µM*
> O=C(CCCNC(=O)c1ccc(Cl)cc1)Nc1cccc(F)c1
 : 1%	6%	-27%
> CC(C)CCNC(=O)Cn1cc2c(n1)CCCCC2
 : -3%	2%	-20%
> O=C(CN1C(=O)COc2ccccc21)N1CCc2ccccc21
 : 2%	6%	-9%
> Cc1ccc(S(=O)(=O)N2CCN(C(=O)Cc3ccc4c(c3)OCCO4)CC2)cc1C
 : -1%	0%	?
> CCOc1ccc(C(=O)Nc2cccc(OCc3cc(=O)n4cc(C)sc4n3)c2)cc1
 : 3%	9%	-17%
> CCCCOc1ccc(C(=O)N(Cc2ccco2)Cc2ccco2)cc1
 : ?	2%	21µM*
> O=C(Nc1cccnc1)c1cc(-c2ccc(Cl)cc2Cl)on1
 : -6%	·	-13%
> CCCSc1nc2c(c(=O)n1CC)SC(C)C2 (centres undefined)
 : -3%	4%	?
> C/C(=N\Nc1cc(C)nc(-c2ccccc2O)n1)c1ccccc1O
 : -3%	4%	13µM*
> CCN(CC(=O)Nc1ccc(NC(C)=O)cc1)C(=O)c1ccc2c(c1)OCCO2
 : -5%	1%	-2%
> Cc1cc(S(=O)(=O)Nc2c(C)nc3nc[nH]n3c2=O)ccc1F
 : -4%	·	-2%
> Cc1ccc(NC(=O)c2cccc(NC(=O)/C=C/c3ccco3)c2)cc1C
 : 6%	2%	?
> COc1ccc(N(Cc2cc3cccc(C)c3[nH]c2=O)C(=O)c2cccc(Cl)c2)cc1
 : -9%	2%	8.2µM*
> O=C(O)c1cc(-n2[nH]c(=O)c3ccccc3c2=O)ccc1Cl
 : -2%	11%	-1%
> Cc1ccc(S(=O)(=O)N2CCC(C(=O)N/N=C/c3cccnc3)CC2)cc1
 : -2%	5%	-10%
> COc1ccc([C@H]2CC(=O)C=C(c3ccccc3Oc3ccccc3)C2)cc1
 : -6%	-4%	?
> CCCCN(Cc1ccccc1)C(=O)CCN1C(=O)C2C3C=CC(C3)C2C1=O (centres undefined)
 : -11%	-1%	-10%
> COc1ccc(-c2cc3ccccc3n2CC(O)CN2CCN(CCO)CC2)cc1 (centres undefined)
 : -8%	2%	?
> COc1ccc(CCNC(=O)Cn2cccc2C(=O)c2ccccc2)cc1OC
 : -2%	-1%	-20%
> O=C1NC(C(=O)O)=CC(c2cccc(Cl)c2Cl)N1 (centres undefined)
 : -1%	·	0%
